# NPSR antagonist: blocks cAMP signaling of the human neuropeptide S receptor | Q6W5P4 | CHO-NPSR cells, cAMP TR-FRET, antagonist mode | Potency, µM (doses to about 38.3 µM), for inactives: top-dose activity change, negative = inhibition, actives largely listed as inhibitors | hit rate 1% among 220,000; note: potency is the fitted concentration of half-maximal effect; % is set by controls: 0 for no effect and ±100 for the full control effect; nearly all actives have a fitted effect of over 50% in size; many of its hits are not listed in these tables
# Target sequence (Q6W5P4 whole entry, looked up): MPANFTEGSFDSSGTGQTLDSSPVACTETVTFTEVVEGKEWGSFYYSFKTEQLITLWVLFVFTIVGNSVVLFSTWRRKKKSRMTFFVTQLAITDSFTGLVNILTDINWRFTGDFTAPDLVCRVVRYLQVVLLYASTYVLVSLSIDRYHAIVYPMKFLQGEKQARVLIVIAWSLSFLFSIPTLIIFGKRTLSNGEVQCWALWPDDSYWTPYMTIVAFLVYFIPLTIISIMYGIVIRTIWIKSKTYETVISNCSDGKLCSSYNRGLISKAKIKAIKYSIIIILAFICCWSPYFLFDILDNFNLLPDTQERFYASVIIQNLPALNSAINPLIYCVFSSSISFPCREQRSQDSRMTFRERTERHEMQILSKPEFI
# KinaseGlo FLuc: blocks Kinase-Glo luciferase, a counter-screen artifact | Q27757 | Kinase-Glo luciferase, ATP luminescence, 8 min | Potency, µM (doses to about 38.3 µM), for inactives: at the highest dose activity change, negative = inhibition, hits mostly inhibitors | hit rate 0.28% among 200,000; note: potency is the fitted concentration of half-maximal effect; % is set by controls: 0 for no effect and ±100 for the full control effect; nearly all actives have a fitted effect of over 60% in size
#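 Kinase-Glo luciferase light output from ATP and luciferin was measured with 10 uM ATP, within the enzyme's linear range. Buffer: 50 mM imidazole pH 7.2, 50 mM KCl, 7 mM MgCl2, 0.01% Tween 20, 0.05% BSA; luminescence read after 8 min at ambient temperature.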
# HTT aggregate: reduces HttQ103-GFP aggregates in PC12 cells | PC12 HttQ103-GFP aggregates, Acumen cytometry, 40 h | Potency, µM (titrated, usually from 46.1 µM), inactives show at the top dose activity change, negative = inhibition, usual class: inhibitors | hit rate 1.1% among 220,000; note: potency is the fitted concentration of half-maximal effect; % is set by controls: 0 for no effect and ±100 for the full control effect; nearly all actives have a fitted effect of over 60% in size
#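 Compounds (qHTS titration) were added to PC12 cells expressing an ecdysone-driven HTT exon 1 Q103–GFP fusion after induction with 100 nM tebufenozide. Aggregate formation was measured as GFP objects in cell lysates.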
# CBFb-RUNX1 inh: blocks binding between human CBF-beta and RUNX1. 230,000 tested, under 10 active. Q01196+Q13951. Potency, µM (doses to about 59.8 µM), for the others: top-dose activity, negative = inhibition, hits mostly inhibitors. AID 1477. AlphaScreen CBFb-His/RUNX1-biotin binding, biochemical; note: % of control where 0% means no effect
# Target sequence (Q01196 whole entry, looked up): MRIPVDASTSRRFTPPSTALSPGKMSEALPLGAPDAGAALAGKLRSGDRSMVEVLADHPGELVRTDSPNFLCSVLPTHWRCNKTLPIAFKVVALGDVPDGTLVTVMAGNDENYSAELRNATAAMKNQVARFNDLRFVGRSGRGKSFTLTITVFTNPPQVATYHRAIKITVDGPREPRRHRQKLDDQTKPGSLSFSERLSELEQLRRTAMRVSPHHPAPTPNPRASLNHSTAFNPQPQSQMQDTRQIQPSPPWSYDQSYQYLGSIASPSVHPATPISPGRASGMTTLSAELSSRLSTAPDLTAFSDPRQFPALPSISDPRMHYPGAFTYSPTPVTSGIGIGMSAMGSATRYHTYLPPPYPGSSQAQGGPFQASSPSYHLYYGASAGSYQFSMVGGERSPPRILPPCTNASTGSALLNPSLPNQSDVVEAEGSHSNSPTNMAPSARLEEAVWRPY
# Target sequence (Q13951 whole entry, looked up): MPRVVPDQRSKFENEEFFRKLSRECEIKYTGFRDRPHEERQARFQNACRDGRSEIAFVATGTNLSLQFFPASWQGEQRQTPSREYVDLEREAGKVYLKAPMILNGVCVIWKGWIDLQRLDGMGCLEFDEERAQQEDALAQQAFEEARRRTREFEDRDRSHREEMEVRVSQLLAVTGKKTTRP
#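 Proteins preincubated together for 20 min at RT before compound addition; 15 min later, nickel and streptavidin beads were added and left 90 min prior to AlphaScreen measurement.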
# Lamin A splicing: modulators of lamin A splicing; HeLa LMNA splicing GFP/RFP minigene ratio, 48 h; Potency, µM (highest dose often 46.1 µM), for inactives: at the highest dose ratio change, negative = inhibition, hits mostly inhibitors; hit rate 0.01% among 200,000; active = well fitted inhibition curve with a large enough effect in the signal ratio, with a control signal flat, not every such curve was filed as active; inconclusive = small, poorly fitted or top-dose-only effect, or effect the other way, or a change in a side signal; the % refers to the signal ratio; note: potency is the fitted concentration of half-maximal effect; % is set by controls: 0 for no effect and ±100 for the full control effect
#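 S3 HeLa stable clones carrying a lamin A-EGFP splicing minigene plus DsRed2 were seeded at 600 cells/well in Opti-MEM with 2% FBS, pin-dosed and incubated 48 h at 37°C. Acumen cytometry (488 nm) gave the GFP/RFP total-intensity ratio.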
# IMPase Li cell: IMPase inhibition in cells with lithium potentiation. hit rate 0.35% among 210,000. CHO-M1 cells, IP1 TR-FRET (IP-One), carbachol + lithium. Potency, µM (titrated, usually from 59.4 µM), for inactives: top-dose activity, negative = IMPase inhibition, hits mostly inhibitors. AID 1457;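 note: IP1 builds up when IMPase is blocked and the TR-FRET signal falls; potency is the fitted concentration of half-maximal effect; plate controls were basal vehicle for no effect and high inhibitor control for full effect; nearly all actives have a fitted effect of over 50% in size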
#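 Lithium-sensitised IP1 accumulation assay; M1-expressing CHO cells treated 30 min at 37C with compound. Competitive antibody detection by time-resolved FRET followed a 10 min room-temperature lysis step.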
# Epigenetic reg: regulators of epigenetic silencing causing reporter derepression in mouse cells | hit rate 0.2% among 280,000 | Potency, µM (titrated, usually from 53.9 µM), for inactives: top-dose GFP activation, most hits filed as activators | murine LDR cells, GFP reporter derepression, 30 h | AID 1865; note: potency is the fitted concentration of half-maximal effect; % of control where 0% means no effect; nearly all actives have a fitted effect of over 60% in size
#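 Murine LDR cells carrying a silenced, genomically integrated CMV-driven GFP reporter were exposed to compound for 30 hours at 37 C. After PBS washes, GFP-positive cells (20–120 um objects) were counted by laser-scanning microplate cytometry.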
# * hit, by the source's call; ? = inconclusive; · = no result given; & = joins results of further samples; [ ] = dose if it differs, or a comment. Unless noted, calls come from the whole dose curve; as a rule, active = well fitted curve in the direction sought with a large enough effect; inconclusive = small, poorly fitted or top-dose-only effect, or another doubt; inactive = no such curve, though single readings can be large; an effect the other way counts as inactive or inconclusive. This is a subset, so the mix of outcomes need not match the whole.
Structure	NPSR antagonist	KinaseGlo FLuc	HTT aggregate	CBFb-RUNX1 inh	Lamin A splicing	IMPase Li cell	Epigenetic reg
Cc1ccccc1C1C(C#N)=C2N=C(N)c3c(sc4c3CCCCC4)N2C2=C1C(=O)CCC2 (stereo not drawn)	-19%[46.1 µM]	0%	28%	-29%	?	-1%[38.3 µM]	?
Cc1cc(NC(=O)c2cc([N+](=O)[O-])cc([N+](=O)[O-])c2)no1	28%	·	17%[9.22 µM]	-6%	·	·	1.2%
COC(=O)c1ccc(NC(=O)Cn2c(-c3nonc3N)nc3ccccc32)cc1	15%	3%	9%	-5%	·	-12%	-1.0%&-6.4%
Cn1c(SCC(=O)C(C)(C)C)nnc1-c1ccccn1	1%[46.1 µM]	-3%	-1%	-16%	11%	11%[38.3 µM]	0.9%
O=C(CCn1nc(-c2ccc(F)cc2)ccc1=O)NCc1ccccc1	5%[7.67 µM]	·	16%[9.22 µM]	5%	·	·	4.1%
O=C1CSC(c2ccccc2F)N1c1cc(Cl)ccc1O (stereo not drawn)	-12%[46.1 µM]	-8%	22%	-2%	12%	6%[38.3 µM]	-1.4%
C=CCNC(=O)c1ccccc1NC(=O)c1ccccc1N(C)S(C)(=O)=O	16%	1%	18%	3%	·	-6%	-3.6%
CCOC(=O)CS(=O)(=O)c1nc(-c2ccc(F)cc2)cc(C(F)(F)F)n1	?	0%	?	19%	?	52%[activator][38.3 µM]	?
N#Cc1ccc(CSc2nnc(-c3cccnc3)n2-c2ccccc2)cc1	16%[7.67 µM]	-3%	0%	1%	-4%	-1%[38.3 µM]	-2.1%
CCCCCCNC(=O)CSc1nccn1Cc1ccccc1	-7%[46.1 µM]	-6%	7%	0%	18%	16%[38.3 µM]	1.8%
Cc1ccc(CNC(=O)COC(=O)C2CCN(S(=O)(=O)c3cccs3)CC2)cc1	4%	3%	3%	13%	10%[46 µM]	6%	-0.4%
C=CCc1ccc(OCC(O)CN2CCCCC2)c(OC)c1 (stereo not drawn)	-12%[46.1 µM]	-5%	4%	3%	7%	10%[38.3 µM]	-0.7%
O=C(NCCN1CCOCC1)c1ccc(CSCc2cccc(Cl)c2)o1	9%	3%	-14%	-12%	·	-1%	1.2%
CCCCC/C=C\CC1OC1C/C=C\C/C=C\CCCC(=O)O (stereo not drawn)	·	-1%	·	14%&-8%	·	-5%&20%	0.0%&0.0%
Cc1cc(N2CCCC2)nc2c(C)cccc12	-2%	-4%	3%[9.22 µM]	9%	?	6%	-0.9%[10.1 µM]
Cc1ccccc1CN(c1ccc(C(=O)N2CCCC2)cc1)S(C)(=O)=O	-12%[46.1 µM]	7%	-9%	-3%	-5%	4%	-4.6%
COc1ccc(C2=NOC(C(=O)NC3CCCCC3)C2)cc1OC (stereo not drawn)	-13%[46.1 µM]	-1%	-2%	8%	-8%	22%[38.3 µM]	0.0%
CCN(CC)S(=O)(=O)c1ccc(OC)c(NS(=O)(=O)c2ccc(F)cc2)c1	-19%[46.1 µM]	-6%	1%	17%	0%	4%[38.3 µM]	1.1%
N/C(=N\OC(=O)c1ccc2c(c1)OCO2)c1cccc(Br)c1	-6%	13µM*	8%	18%	·	7%	-1.8%
COCCCNC(=S)NNC(=S)Nc1cccc(Cl)c1	8%	·	-6%[9.22 µM]	-14%	·	·	-0.9%
COc1ccc(NC(=O)NC23CC4(C)CC(C)(CC(C)(C4)C2)C3)cc1	-41%	1%	2%	-11%	?	4%	-0.9%
Cc1cc(NC(=O)COc2ccc3oc4ccccc4c3c2)no1	?	0%	7%	5%	5%	?	0.0%
CC(C)N1CCC(N2CCN(CC#Cc3ccccc3)CC2CCO)CC1 (stereo not drawn)	-5%	·	-10%[9.22 µM]	14%	·	6%	-1.2%
Cn1c(=O)c(Oc2ccc(F)cc2)c(O)c2ccccc21	8%	-3%	-6%	6%	-3%	-19%	0.2%
CCN(CC)CCNC(=O)C12CC3CC(C)(CC(C)(C3)C1)C2	-4%[46.1 µM]	-1%	7%	4%	7%	60%[activator][38.3 µM]	-0.8%
CCOC(=O)N1CCN(CC(=O)Nc2sccc2C#N)CC1	0%	3%	6%	-5%	4%[46 µM]	10%	-0.1%
COc1ccc(NS(=O)(=O)c2ccc3oc(Nc4ccc5c(c4)OCCO5)nc3c2)cc1	?	-5%	?	-19%	?	24%[38.3 µM]	-5.4%
Cc1ccnc2nc(C(=O)OCC(=O)N(CC(C)C)CC(C)C)nn12	12%	1%	12%	16%	?	-2%	-5.3%
COc1cccc2oc(-c3ccco3)cc(=O)c12	-3%	-24%	-14%	10%[2.36 µM]	?	0%	2.8%
COc1cc(NC(=O)c2noc3c2CCC3)c(OC)cc1Cl	-24%[46.1 µM]	0%	-12%	-17%	-2%	23%[38.3 µM]	-1.1%

# Exported with two lines to a compound: entries from further up.
# Values run as follows: NPSR antagonist, KinaseGlo FLuc, HTT aggregate, CBFb-RUNX1 inh, Lamin A splicing, IMPase Li cell, Epigenetic reg
> CC(C)N1CCC(N2CCN(CC#Cc3ccccc3)CC2CCO)CC1 (stereo not drawn)
→ -5%, ·, -10%[9.22 µM], 14%, ·, 6%, -1.2%
> Cn1c(=O)c(Oc2ccc(F)cc2)c(O)c2ccccc21
→ 8%, -3%, -6%, 6%, -3%, -19%, 0.2%
> CCN(CC)CCNC(=O)C12CC3CC(C)(CC(C)(C3)C1)C2
→ -4%[46.1 µM], -1%, 7%, 4%, 7%, 60%[activator][38.3 µM], -0.8%

# (continued)
Structure	NPSR antagonist	KinaseGlo FLuc	HTT aggregate	CBFb-RUNX1 inh	Lamin A splicing	IMPase Li cell	Epigenetic reg
COc1ccc(-c2nc3c(c4c2C[C@H](c2ccccc2)OC4)CN(S(=O)(=O)c2ccc(NC(C)=O)cc2)CC3)c(C)c1	·	-5%[7.66 µM]	·	-5%[13.1 µM]	-1%[9.22 µM]	-1%	·
CN(C)c1cccc(C(=O)NC2CCCCCC2)c1	-13%[46.1 µM]	-1%	19%	-3%	-5%	11%[38.3 µM]	-2.1%
CCOC(=O)c1c(C)n(C)c2ccc(OCC(O)CN3CCC(C)CC3)cc12 (stereo not drawn)	8%[46.1 µM]	-2%	7%	10%	4%	27%[38.3 µM]	5.4%
C=C(C)COc1ccc(-c2[nH]ncc2-c2ccccc2)c(O)c1	?	1%	0%	4%	?	18%[38.3 µM]	1.7%
CC(=O)NCCOC(=O)Nc1cccnc1	7%[46.1 µM]	-1%	12%	0%	2%	-1%[38.3 µM]	-1.9%
Cc1ccccc1NC(=O)CCC(=O)N/N=C/c1ccc(F)cc1	3%	0%	2%	1%	17%[46 µM]	1%	-3.5%
COc1ccccc1-c1nc(C#N)c(N2CCCCCC2)o1	-10%[46.1 µM]	-3%	?	-30%	1%	-13%[38.3 µM]	2.0%
COc1ccc(-c2cc(C(=O)NCc3cccnc3)no2)cc1	-6%[46.1 µM]	-10%	-1%	-2%	12%	-4%[38.3 µM]	-2.0%
Cc1onc(-c2ccccc2)c1C(=O)N/N=C/c1cccc(O)c1	8%	15%	-15%	-16%	?	-8%	-1.9%
CCOC(=O)c1[nH]c(C)c(C(=O)NC2CCN(C(=O)OCC)CC2)c1C	3%[46.1 µM]	2%	24%	0%	?	7%[38.3 µM]	0.0%
CCN(CC)Cc1ccccn1	-33%	·	-8%[9.22 µM]	6%	·	·	-2.0%
CCOc1ccccc1NC(=O)CC1Nc2ccccc2NC1=O (stereo not drawn)	-13%	3%	8%	4%	-10%	2%	-1.0%
COc1ccc(C(=O)N2CCN=C2SC)cc1	15%	0%	8%	-1%	5%[46 µM]	3%	5.2%
CCC1C(=O)N=C(SCC(=O)Nc2ccc(S(N)(=O)=O)cc2)NC1=O (stereo not drawn)	20%	1%	9%	3%	·	5%	-2.2%
CC(C)CCOc1ccc(C2CC(=O)N(C)C2=O)cc1 (stereo not drawn)	0%	-3%	-9%[9.22 µM]	4%	10%[46 µM]	4%	-4.0%
CCN(C(=O)CN1CCN(Cc2ccccc2)CC1)c1c(N)n(Cc2ccccc2)c(=O)[nH]c1=O	9%	-2%	27%	2%	·	-3%	0.4%
CCc1ccc(OCC(=O)Nc2ccc(CN3CCCCC3)cc2)cc1	14%	1%	-3%	9%	4%	9%	-6.9%
CCCc1nn(C)c(C(=O)Nc2ccc(C(C)(C)C)cc2)c1Cl	-16%	1%	-33%	20%	?	3%	-0.7%

# 5 compounds picked at random from those above, as already listed:
Structure	NPSR antagonist	KinaseGlo FLuc	HTT aggregate	CBFb-RUNX1 inh	Lamin A splicing	IMPase Li cell	Epigenetic reg
CCOc1ccccc1NC(=O)CC1Nc2ccccc2NC1=O (stereo not drawn)	-13%	3%	8%	4%	-10%	2%	-1.0%
Cc1ccccc1NC(=O)CCC(=O)N/N=C/c1ccc(F)cc1	3%	0%	2%	1%	17%[46 µM]	1%	-3.5%
CC(C)CCOc1ccc(C2CC(=O)N(C)C2=O)cc1 (stereo not drawn)	0%	-3%	-9%[9.22 µM]	4%	10%[46 µM]	4%	-4.0%
CCN(C(=O)CN1CCN(Cc2ccccc2)CC1)c1c(N)n(Cc2ccccc2)c(=O)[nH]c1=O	9%	-2%	27%	2%	·	-3%	0.4%
CCOC(=O)c1[nH]c(C)c(C(=O)NC2CCN(C(=O)OCC)CC2)c1C	3%[46.1 µM]	2%	24%	0%	?	7%[38.3 µM]	0.0%

# High-throughput results from PubChem BioAssay.
